Epigenetic mod: epigenetic modulators derepressing GFP locus in mouse cells. mouse C127i GFP locus derepression, cytometry, 30 h. Potency, µM (series often up to 46.1 µM), without a hit: at the top dose GFP derepression (activation). actives 0.09% (n = 68,000); note: % of control where 0% means no effect
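Murine C127i mammary cells carrying a silenced, stably integrated CMV-driven GFP reporter were treated with compound for 30 hours at 37 C. After PBS washes, GFP-positive cells were counted by laser-scanning microplate cytometry.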
HBB splicing: hemoglobin beta splicing modulation. HBB splicing reporter cell assay, activation; EGFP reporter with mutant IVS2-654 intron; response scale: normalised to 500 nM splice-correcting PNA. Potency, µM (top dose mostly 46.1 µM), without a hit: at the top dose activation, most hits filed as activators. actives 0.06% (n = 65,000). AID 925; note: potency is the fitted concentration of half-maximal effect; 0% is about no effect
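HeLa cells stably expressing EGFP interrupted by mutant beta-globin intron 2 (IVS2-654), 500/well in 2% FCS. Treated with compound for 2 days at 37C. Splicing correction scored as total well GFP intensity (488 nm excitation, 500-520 nm emission); 500 nM antisense PNA served as control.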
UbGFP stabilizer: proteasome inhibitors stabilizing ubiquitin-GFP reporter; Potency, µM (top dose mostly 45.9 µM), without a hit: at the top dose activation (GFP accumulation), hits mostly activators; 67,000 tested, under 10 active; Ubiquitin-GFP reporter cells, proteasome inhibition, GFP fluorescence; response scale: untreated = 0%, 10 µM MG-132 = 100%; AID 526; active = well fitted activation curve with a large enough effect, not every such curve was filed as active; inconclusive = small, poorly fitted or top-dose-only effect, or another doubt; inactive = no such curve, though single readings can be large or run the other way; note: potency is the fitted concentration of half-maximal effect
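U2OS Ub(G76V)-GFP reporter; O/N plating, 0.5% FBS; cpd 46 uM–2.9 nM, 4 h, 37 °C; GFP+ cell count, 488/515 nm; norm. to basal vs 10 uM MG-132; CRC fit.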
BRCT inh green: BRCA1 BRCT-phosphoprotein interaction inhibition. P38398. BRCA1 BRCT-phosphopeptide binding, green fluorescence polarization. Potency, µM (titrated, usually from 76.9 µM), for inactives: at the highest dose activity change, negative = inhibition, most hits filed as inhibitors. actives 0.05% (n = 75,000);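 note: potency is the fitted concentration of half-maximal effect; plate controls were peptide without protein for full effect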
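Compounds were incubated for 12 min at room temperature with a complex of 100 nM fluorescein-tagged pBACH1 decapeptide and 250 nM His-tagged BRCT protein. Buffer was phosphate pH 7.3 with EDTA, DTT and Tween 20. Disruption of binding lowers the polarization signal.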
BRCT PPI red: BRCT-phosphoprotein interaction inhibition (red fluorophore) | BRCT-phosphopeptide binding, red fluorescence polarization | Potency, µM (series often up to 76.9 µM), inactives show at the highest dose activity change, negative = inhibition, hits mostly inhibitors | actives 0.03% (n = 75,000) | AID 892; note: % is set by controls: 0 for no effect and ±100 for the full control effect
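Fluorescence polarization: 100 nM His-tagged BRCA1 BRCT with 100 nM TAMRA-labelled phospho-BACH1 decapeptide, phosphate buffer pH 7.3 with 150 mM NaCl, DTT, 0.01% Tween 20; 12 min RT. Binding inhibition seen as FP decrease.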
CRE-bla Fsk: modulators of forskolin-stimulated CRE signaling in CHO cells | actives 2.5% (n = 71,000) | Potency, µM (doses to about 38.2 µM), for inactives: at the highest dose activity change, negative = inhibition, actives largely listed as activators | AID 662 | CHO CRE-bla reporter (cAMP response element driving beta-lactamase), forskolin EC10, beta-lactamase ratio; active = well fitted activation curve with a large enough effect in the signal ratio, with a control signal flat, not every such curve was filed as active; inconclusive = small, poorly fitted or top-dose-only effect, or effect the other way, or a change in a side signal; the % refers to the signal ratio; note: potency is the fitted concentration of half-maximal effect; % of control where 0% means no effect
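Forskolin analogue NKH 477 at EC10 stimulated CRE-driven beta-lactamase in CHO cells alongside compound dilution series. Beta-lactamase was measured with CCF4, excitation 405 nm, emission ratio 460/530 nm.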
Hsp90 Hop PPI: changes Hsp90-Hop TPR2A binding signal, up or down; AlphaScreen TPR2A-His6 binding biotin-Hsp90 C-terminal peptide; Potency, µM (series often up to 57 µM), for inactives: top-dose activity change, negative = inhibition; actives 0.44% (n = 71,000); AID 595; active = well fitted curve in either direction with a large enough effect; inconclusive = small, poorly fitted or top-dose-only effect, or another doubt; note: potency is the fitted concentration of half-maximal effect; % is set by controls: 0 for no effect and ±100 for the full control effect; many of its hits are not listed in these tables
A350 autofl: A350 region autofluorescence; Compound autofluorescence, 340/450 nm, Alexa 350 dye-equivalents; hits give high values; max dye-equivalent concentration, M; actives 11% (n = 59,000); AID 590; in the data active = max dye-equivalent concentration above about 10 nM; inconclusive = mostly about 1.1 nM to 9.6 nM
Pol III holo inh: DNA polymerase III holoenzyme inhibition; reconstituted DNA polymerase III holoenzyme replication, biochemical; Potency, µM (highest dose often 57.1 µM), for inactives: at the top dose activity change, negative = inhibition; actives 0.25% (n = 71,000); AID 603; note: potency is the fitted concentration of half-maximal effect; % is set by controls: 0 for no effect and ±100 for the full control effect
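Reconstituted *E. coli* holoenzyme (0.35 nM Pol III, 1 nM beta, 154 nM SSB, 2 nM primase) was preincubated with compound for 15 min at RT. Synthesis on 1.4 nM ssM13Gori ran 35 min, then was stopped with PicoGreen/EDTA and read as dsDNA fluorescence.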
15-hLO inh: 15-hLO (ALOX15) enzyme inhibition; P16050; purified 15hLO-1, xylenol orange hydroperoxide absorbance; Potency, µM (doses to about 57.1 µM), inactives show at the top dose activity change, negative = inhibition, most hits filed as inhibitors; actives 1.4% (n = 74,000); note: potency is the fitted concentration of half-maximal effect; % is set by controls: 0 for no effect and ±100 for the full control effect; nearly all actives have a fitted effect of over 55% in size
Target sequence (P16050 whole entry, looked up): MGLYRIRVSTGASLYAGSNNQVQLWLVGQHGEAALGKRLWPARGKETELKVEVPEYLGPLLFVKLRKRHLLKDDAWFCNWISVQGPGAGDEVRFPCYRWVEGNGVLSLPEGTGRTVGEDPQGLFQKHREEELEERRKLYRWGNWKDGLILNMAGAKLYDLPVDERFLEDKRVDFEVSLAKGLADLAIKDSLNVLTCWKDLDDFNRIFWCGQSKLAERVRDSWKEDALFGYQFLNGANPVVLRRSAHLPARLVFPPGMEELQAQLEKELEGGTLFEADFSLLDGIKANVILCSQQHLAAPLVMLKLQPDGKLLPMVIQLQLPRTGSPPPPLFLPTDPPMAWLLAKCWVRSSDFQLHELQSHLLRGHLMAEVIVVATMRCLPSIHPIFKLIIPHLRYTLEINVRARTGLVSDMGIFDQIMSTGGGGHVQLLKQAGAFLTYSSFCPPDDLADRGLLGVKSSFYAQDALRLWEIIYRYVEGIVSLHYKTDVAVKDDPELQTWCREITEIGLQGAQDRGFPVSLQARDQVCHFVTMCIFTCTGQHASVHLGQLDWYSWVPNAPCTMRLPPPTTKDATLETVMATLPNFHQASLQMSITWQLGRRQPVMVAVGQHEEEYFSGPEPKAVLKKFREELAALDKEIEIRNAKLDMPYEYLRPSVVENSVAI
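Hydroperoxide formed from arachidonic acid (50 uM) by purified human 15hLO-1 (40 nM) oxidizes ferrous iron, and the ferric-xylenol orange complex is read at 573 versus 405 nm. Compounds were preincubated 15 min; reaction ran 6 min at room temperature.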
4MU fluor: compounds fluorescent in 4-MU spectral region. actives 11% (n = 59,000). compound autofluorescence, 340/450 nm, 4-MU equivalents; hits give high values. max dye-equivalent concentration, M; in the data active = max dye-equivalent concentration above about 10 nM; inconclusive = mostly about 1.1 nM to 9.6 nM
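Compounds in 100 mM Tris, pH 8.0, incubated 15 min at room temperature, then fluorescence read at 340 nm excitation/450 nm emission. Signal converted to 4-MU dye-equivalent concentration using an on-plate six-point 4-MU standard curve.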
* = called active by the depositor; i = inactive; ? = inconclusive; . = not tested or not shown; & = joins results of further samples; [ ] = remark or other dose. Unless noted, calls come from the whole dose curve; as a rule, active = well fitted curve in the direction sought with a large enough effect; inconclusive = small, poorly fitted or top-dose-only effect, or another doubt; inactive = no such curve, though single readings can be large; an effect the other way counts as inactive or inconclusive.

Value order: Epigenetic mod, HBB splicing, UbGFP stabilizer, BRCT inh green, BRCT PPI red, CRE-bla Fsk, Hsp90 Hop PPI, A350 autofl, Pol III holo inh, 15-hLO inh, 4MU fluor
- COc1cc2c3cc1Oc1c(OC)c(OC)cc4c1[C@@H](Cc1ccc(O)c(c1)Oc1ccc(cc1)C[C@@H]3N(C)CC2)CN(C)C4
  0%[9.22 µM], 1.5%[9.22 µM], -6%[9.17 µM], -1.0%[15.4 µM], -0.7%[15.4 µM], -9%[7.6 µM], -5%[11 µM], i, -2%[11.4 µM], -6%[11.4 µM], i
- O=C(c1ccco1)N1CCN(C(c2ccccc2F)c2nnnn2CC2CCCO2)CC1 (configuration not stated)
  0%, ., -5%, -0.3%, 0.9%, 1%, 0%, i, -1%, 0%, i
- COc1ccc(O)cc1
  ., -1.1%, ., 0.1%, 1.2%, -4%, -1%, ., 5%, 1%, .
- Cc1ccc(-n2ncc3c(=O)[nH]c(SCC(=O)N4CCCc5ccccc54)nc32)cc1
  -3%, -0.8%, -2%, 1.3%, 2.6%, ?, -2%, i, 7%, 12%, i
- CSc1ccccc1NC(=O)CN(Cc1ccccc1)S(C)(=O)=O
  3%, -0.1%, 11%, 2.2%, -0.6%, -1%, -2%, i, -3%, -2%, i
- CCOc1ccc2nc(NC(=O)CN3CCN(c4ccccn4)CC3)sc2c1
  0%, 0.1%[57.5 µM], 5%, 1.3%, -1.3%, -4%, -6%, i, 2%, 1%, i
- CCCn1c(=N)c(C(=O)NCC2CCCO2)cc2c(=O)n3cccc(C)c3nc21 (configuration not stated)
  0%, -0.6%, 2%, 2.1%, 0.2%, 13µM*, -8%, 3.1e-05M*, -11%, -1%, 1.5e-05M*
- CCN1CCN(Cc2nc3c(c(=O)n(C)c(=O)n3C)n2CC(=O)c2ccccc2)CC1
  ., -0.2%, 3%, -4.4%, 0.8%, 5%, -1%, ., -1%, 1%, .
- CCOCCN(C=O)c1cccc(OC)c1
  0%, 1.2%[57.5 µM], 1%, -0.8%, 0.4%, -20%, -4%, i, -2%, ?, i
- CC1=C(C(=O)N2CCOCC2)C(c2cccs2)NC(=O)N1 (configuration not stated)
  0%, -2.1%, 3%, -0.4%, 0.0%, 1%, 0%, ., -4%, -1%, .
- CC(C)(C)NC(=O)Cn1nnc(-c2ccc(S(C)(=O)=O)cc2)n1
  2%, 0.1%, 12%, -2.1%, -0.1%, 4%, -1%, i, -3%, 11%, i
- CCN1C(=O)N(C)C(N(O)C(=O)NC)C1(C)C (configuration not stated)
  -2%, 3.6%[57.5 µM], -6%, -3.7%, -4.1%, -2%, -3%, i, -1%, 3%, i
- CCN(CC)CCOC(=O)c1cc(Cl)c(N)cc1OC
  -2%, -0.5%&0.4%, -2%, -2.1%&-2.5%, 1.6%&-1.8%, -3%, -3%, 3.1e-08M*, -9%, -22%&7%, 3.6e-08M*
- COCCCn1c(SCC(=O)NC2CCCCC2)nnc1-c1ccncc1
  -2%, -0.4%[57.5 µM], 2%, -0.2%, 0.4%, 5%, 1%, ?, 2%, -1%, i
- CN1C(=O)c2ccccc2C(C(=O)O)C1c1cccc(F)c1 (configuration not stated)
  1%, 0.0%, -13%, -1.4%, -0.1%, -3%, ?, i, 0%, -4%, i
- Cn1nc(OCc2ccccc2)ccc1=O
  0%, -1.2%, 3%, -1.9%, -0.1%, 19%, 1%, i, 0%, 4%, i
- COc1ccccc1NC(=O)NCCCN1CCN(c2cccc(Cl)c2)CC1
  ., -0.6%, -6%, -2.2%, -1.1%, -17%, -6%[2.3 µM], ., -3%, -11%, .
- CCOC(=O)C1=C(C)N2C(=C(C#N)[C@@H]1c1ccc(C(=O)OC)cc1)SC[C@@]2(O)C(C)(C)C
  -2%, 0.3%[0.369 µM], ., -0.6%, 0.4%, -2%, ?, 1.4e-08M*, -6%, ?, 1.6e-08M*
- FC(F)(F)c1ccccc1-c1cncnc1NCCN1CCOCC1
  -3%[9.22 µM], 0.8%, -2%, -0.5%, 0.7%, ?, -3%, i, -3%, 9%, i
- CCOc1ccccc1OCC(=O)NCc1ccco1
  3%, -0.8%, 1%, -1.1%, 0.0%, -14%, -8%, i, 2%, -3%, i
- Cc1ccc2c(c1)N(CC(=O)NCCN1CCOCC1)C(=O)CO2
  ., 0.2%, 2%, -0.5%, 0.2%, -5%, 1%, ., -9%, 0%, .
- C=CCn1c(=N)c(C(=O)NCCCOC)cc2c(=O)n3ccccc3nc21
  1%, 1.9%[57.5 µM], -1%, -3.3%, 0.5%, 10µM*, -5%, 1.9e-05M*, -8%, -10%, 1.8e-05M*
- CC(C)(C)OC(=O)N1CCC(C(=O)N2CCC[C@H]2C(=O)O)CC1
  3%, -2.4%, 12%, -1.2%, 0.7%, ?, -4%, i, 0%, 8%, i
- CCNC(=O)CC1C(=O)N(c2ccccc2)C(=O)N1CCC(C)C (configuration not stated)
  -4%, -1.8%, -10%, -4.0%, -1.4%, -3%, -2%, i, -6%, -3%, i
- Cc1ccc([C@@H](O)c2cnc(C)n2Cc2ccccc2)cc1
  7%[9.22 µM], 4.6%[9.22 µM], -3%[9.17 µM], 0.5%[15.4 µM], 0.7%[15.4 µM], ?, 0%[11 µM], i, -6%[11.4 µM], 10%[11.4 µM], i
- COc1ccc2c(c1)N(C[C@@H](C)CN(C)C)c1ccccc1S2
  -2%[20.6 µM], -1.7%[20.6 µM], 2%[20.5 µM], 3.1%[34.4 µM], -0.8%[34.4 µM], -10%[17.1 µM], -7%[26 µM], 2.7e-08M*, -3%[25.6 µM], -3%[25.6 µM], 2.9e-08M*
- O=C(COc1ncnc2ccccc12)NCCC1=CCCCC1
  -1%, 0.0%, 4%, -1.0%, 0.1%, ?, -2%, i, -6%, 10%, i
- COc1cccc(CNC(=O)c2cc3ccccn3n2)c1
  -2%, 0.2%, -7%, -1.2%, 0.8%, 4%, 1%, ., -2%, 2%, .
- Cc1cccc2cc(C#N)c(NCCNC(=O)NC3CCCCC3)nc12
  -1%, -6.7%, 3%, 0.0%, -2.9%, ?, 0%, 5.6e-07M*, 3%, -8%, 3.7e-07M*
- COCC(=O)c1[nH]c2ccccc2c1C
  -2%, 2.0%[0.369 µM], ., -1.3%, 1.9%, -15%, 0%, i, -14%, 10%, i
- Cc1cccc(OCC(=O)Nc2cccc(O)c2)c1
  2%, 1.8%, -3%, -1.3%, 0.8%, -5%, 0%, i, 3%, -2%, i
- Cc1ccc(S(=O)(=O)NC(CC(=O)O)c2ccccc2)c(C)c1 (configuration not stated)
  0%, -1.4%, -3%, -1.7%, -0.9%, -27%, 3%, i, 3%, 7%, i
- Cc1cc(=O)[nH]c2c1c(C)nn2C1CCCC1
  9%, 11%, -3%, -1.3%, -1.4%, 26%, -2%, i, -4%, 1%, i
- N[C@@](CCc1ccccc1)(C(=O)O)c1ccccc1
  -2%[9.22 µM], 3.5%[9.22 µM], -4%[9.17 µM], 4.1%[15.4 µM], -0.6%[15.4 µM], 17%[7.6 µM], -3%[11 µM], i, -1%[11.4 µM], 4%[11.4 µM], i
- CCCCOCCCn1cnc2c([nH]c3cc(OC)ccc32)c1=O
  -2%, -3.1%[57.5 µM], -6%, -1.3%, -0.6%, ?, 2%, i, -3%, -11%, i
- O=C(COc1ccccc1)N1CCNC1=O
  -3%, 1.3%, 8%, -3.2%, -0.9%, 8%, -4%, i, 6%, 0%, i
- O=C(NCC1CCCO1)c1ccc(N2CCCCC2)nc1 (configuration not stated)
  2%, -0.3%, 7%, -0.4%, -0.4%, 7%, -2%, i, 2%, 7%, i
- CC1CCCC(C)N1C(=O)CSc1nnnn1Cc1ccccc1 (configuration not stated)
  -1%, ., 1%, -1.2%, 1.0%, 6%, -5%, i, -3%, 3%, i
- CCOc1nc(C)ccc1-c1noc(-c2ccccc2OC)n1
  1%, -0.5%, 2%, 0.8%, -1.3%, ?, 29%, i, -2%, -13%, i
- O=C(COc1ccccc1O)N1CCN(C(=O)c2ccco2)CC1
  4%, -0.3%[57.5 µM], 1%, -2.5%, -0.2%, -7%, 1%, i, ?, 4%, i
- CC(=O)Cn1c(N2CCC(Cc3ccccc3)CC2)nc2c1c(=O)[nH]c(=O)n2C
  3%, 3.2%, 10%, -0.5%, -2.4%, 8%, -6%, i, -4%, -6%, i

Some entries already given, showing only HBB splicing, UbGFP stabilizer and CRE-bla Fsk:
Compound	HBB splicing	UbGFP stabilizer	CRE-bla Fsk
COc1ccc2c(c1)N(C[C@@H](C)CN(C)C)c1ccccc1S2	-1.7%[20.6 µM]	2%[20.5 µM]	-10%[17.1 µM]
O=C(COc1ncnc2ccccc12)NCCC1=CCCCC1	0.0%	4%	?

Assay outcomes (PubChem)
